DT40 TDP1 CPT: DT40-hTDP1 cell growth loss with CPT. chicken DT40 Tdp1-/-;hTDP1 cells + 20 nM CPT, ATP luminescence, 48 h. Potency, µM (highest dose often 46.2 µM), for the others: at the top dose activity change, negative = growth inhibition, hits mostly inhibitors. 420,000 compounds, 12% hits. AID 686979; note: nearly all actives have a fitted effect of over 55% in size
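Chicken DT40 Tdp1-/- cells complemented with human TDP1, 400 cells/well, exposed to compounds plus 20 nM camptothecin for at least 48 h at 37 C; viability read as ATP content by CellTiter-Glo luminescence.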
DT40 TDP1 no CPT: qHTS for Inhibitors of human tyrosyl-DNA phosphodiesterase 1 (TDP1): qHTS in cells in absence of CPT | DT40 Tdp1-/- hTDP1 cells, no CPT, ATP luminescence, 48 h | 420,000 compounds, 15% hits | Potency, µM (series often up to 46.2 µM), for inactives: at the top dose activity change, negative = growth inhibition, most hits filed as inhibitors; note: nearly all actives have a fitted effect of over 55% in size
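Seeded 400 DT40-hTDP1 cells/well (vehicle DMSO, no 20 nM CPT); pinned compounds; ≥48 hr at 37 °C; CellTiter-Glo luminescence as viability measure.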
TDP1 inh: inhibitors of human tyrosyl-DNA phosphodiesterase TDP1 | Potency, µM (doses to about 130 µM), for the others: top-dose activity change, negative = inhibition, actives largely listed as inhibitors | AID 485290 | Q9NUW8 | 350,000 compounds, 0.28% hits | recombinant TDP1, AlphaScreen DNA substrate cleavage; note: nearly all actives have a fitted effect of over 40% in size
Target sequence (Q9NUW8 whole entry, looked up): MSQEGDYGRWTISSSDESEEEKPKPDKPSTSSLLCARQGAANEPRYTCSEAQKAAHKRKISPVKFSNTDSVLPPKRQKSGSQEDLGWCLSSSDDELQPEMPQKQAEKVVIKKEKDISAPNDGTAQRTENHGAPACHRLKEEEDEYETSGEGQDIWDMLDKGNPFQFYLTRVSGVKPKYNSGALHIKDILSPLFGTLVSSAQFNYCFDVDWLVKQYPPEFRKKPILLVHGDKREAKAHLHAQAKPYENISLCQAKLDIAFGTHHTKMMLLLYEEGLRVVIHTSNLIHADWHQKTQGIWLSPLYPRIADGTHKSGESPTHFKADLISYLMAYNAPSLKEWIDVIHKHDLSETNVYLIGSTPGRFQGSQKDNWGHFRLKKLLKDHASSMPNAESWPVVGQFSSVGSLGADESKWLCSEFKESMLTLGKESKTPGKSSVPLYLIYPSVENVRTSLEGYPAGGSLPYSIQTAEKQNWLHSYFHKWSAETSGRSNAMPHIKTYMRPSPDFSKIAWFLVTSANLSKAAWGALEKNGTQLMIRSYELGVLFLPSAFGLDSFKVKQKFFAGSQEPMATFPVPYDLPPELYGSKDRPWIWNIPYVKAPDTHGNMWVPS
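Steps: enzyme plus compound, 15 min RT; add biotin/phosphotyrosine-FITC oligonucleotide (15 nM final), react 5 min; add donor/acceptor beads (10 ug/ml final), 10 min; read AlphaScreen. Tdp1 at 1 nM final.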
The depositor's hits bear a star; ? = inconclusive; . = no result given; [ ] = remark or other dose. Calls come from the whole dose curve; as a rule, active = well fitted curve in the direction sought with a large enough effect; inconclusive = small, poorly fitted or top-dose-only effect, or another doubt; inactive = no such curve, though single readings can be large; an effect the other way counts as inactive or inconclusive. % is set by controls: 0 for no effect and ±100 for the full control effect; potency is the fitted concentration of half-maximal effect.

| SMILES | TDP1 inh | DT40 TDP1 CPT | DT40 TDP1 no CPT |
| --- | --- | --- | --- |
| C(=N\Nc1nc(N2CCCC2)nc(N2CCCC2)n1)/c1ccccc1OCc1ccccc1 | 4.6% | ? | ? |
| Cc1ccc(NC(=O)C(=O)NCC(c2ccc3c(c2)OCO3)N2CCOCC2)c(C)c1 (stereo not given) | 4.4% | ? | ? |
| O=C(c1nc2ccccn2c1CNCCOc1cccnc1)N1CCOCC1 | . | -6.7% | -14.8% |
| O=C(NC1CCCCC1)N(Cc1nc2ccccc2c(=O)[nH]1)C1CCCC1 | 5.0% | -24.1% | ? |
| COc1ccc(C(=O)OCC[N+]2(C)CCCCC2)cc1 | 4.9% | 5.7% | 0.7% |
| COc1ccc(CC(=O)Nc2ccc3nc(SC)sc3c2)cc1OC | 1.8% | -22.2% | ? |
| C=CCn1cc(CN2CCC(C(=O)Nc3cccc(-c4cccc(Cl)c4)c3)CC2)c(C)n1 | 5.0% | 16.4µM* | 16.4µM* |
| CC1CCN(Cc2cc(=O)oc3cc(O)c(Cl)cc23)CC1 | . | -19.2% | ? |
| CCOc1ccc(N2C(=O)CC(N(CCc3ccc(OC)cc3)C(=O)/C=C/C(=O)O)C2=O)cc1 (stereo not given) | 2.5% | -20.8% | 22.9% |
| CC1CCN(S(=O)(=O)c2nnc(NC(=O)COc3ccccc3)s2)CC1 | 1.2% | -2.2% | -4.5% |
| COc1cc(C(=O)Nc2ccc(NC(=O)c3ccc(Br)cc3)cc2)cc(OC)c1OC | 4.8%[12.3 µM] | -1.8% | -3.7% |
| COc1ccc(CC2(C)OC(c3ccccc3)=NN2C(C)=O)cc1 (stereo not given) | 2.7% | 12.4% | -4.9% |
| CC1CCc2c(sc3ncnc(NS(=O)(=O)c4cccs4)c23)C1 (stereo not given) | 6.3% | -18.7% | -7.9% |
| Cc1ccn2c(CNC(C)c3cn(C)nc3C)c(C(=O)N3CCCCCC3)nc2c1 (stereo not given) | 3.3% | 3.8% | -0.9% |
| O=C(N/N=C/c1ccc2c(c1)OCO2)c1ccccn1 | 1.0% | ? | ? |
| COCCN1CCN(C(=O)c2ccc3oc(CCCc4ccccc4)nc3c2)CC1 | 2.8% | 1.9% | -26.6% |
| COc1ccc(N2CC(C(=O)NCc3cccnc3)CC2=O)cc1 (stereo not given) | -5.1% | 1.5% | -6.1% |
| Nc1ccc(-c2cnc(N)c(C(=O)c3cccnc3)n2)cn1 | . | 1.84µM* | 3.66µM* |
| CCc1ccc(C2=NNC(=Nc3cccc(S(=O)(=O)N(C)C)c3)SC2)cc1 | 3.4% | 20.6µM* | 18.4µM* |
| CC1CC(CC(=O)Nc2nc(-c3ccccc3)cs2)C(=O)O1 (stereo not given) | 5.5% | 1.2% | ? |
| Cc1cc(C)c2ccc(C)[n+]([O-])c2c1O | 6.2% | -4.7% | 2.5% |
| Cc1ccccc1NC(=O)C(=O)NCCc1ccccc1 | 0.0% | 1.1% | -3.2% |
| O=C(O)c1ccc(OS(=O)(=O)c2cccc(C(F)(F)F)c2)cc1 | -0.2%[56.1 µM] | -15.0% | -6.5% |
| CCc1nnc(NC(=O)CSc2nc3cc4c(cc3cc2CC)OCCO4)s1 | -2.8% | -23.1% | -15.9% |
| O=C1c2ccccc2C(=O)N1Cc1cc(Cl)c(O)c([N+](=O)[O-])c1 | . | -17.6% | -13.0% |
| O=C(Nc1nnc(-c2ccc(Cl)cc2)o1)NC1CCCCC1 | -2.3% | -20.0% | -9.9% |
| Cn1c(=O)c2[nH]c(CCCc3nc4ccccc4[nH]3)nc2n(C)c1=O | . | -0.9% | -4.4% |
| COc1ccc(CCNC(=O)CCc2cc(OC)c(OC)c(OC)c2)cc1OC | . | 23.6% | 2.4% |
| O=C(OC1CCN(c2ncc(C(F)(F)F)cc2Cl)CC1)c1cccc(C(F)(F)F)c1 | -1.0% | -10.6% | -14.3% |
| COc1ccc(-c2nnc(CSc3nc4ccccc4c(=O)n3CC3CCCO3)o2)cc1OC (stereo not given) | . | ? | 23.1µM* |
| Cc1cc(C(=O)O)cc(Br)c1N | 0.0% | 15.0% | 4.9% |
| O=C(c1ccc(NS(=O)(=O)c2ccc(F)cc2)cc1)N1CCC1 | . | -9.4% | -5.2% |
| COc1ccc(/C=C2\Sc3ccc(C(=O)NCC4CCCO4)cc3N(C)C2=O)cc1 (stereo not given) | 1.5% | ? | -17.9% |
| O=C(O)Cn1nnn(-c2ccccc2)c1=S | 4.1% | 2.2% | 10.4% |
| COc1cc(OC)cc(C(=O)N[C@H](C(=O)Nc2c(C)n(C)n(-c3ccccc3)c2=O)C(C)C)c1 | 0.2% | ? | ? |
| Cc1cc(C)nc(SCC(=O)OCC(=O)Nc2ccccc2)n1 | 9.9% | 21.6% | 6.1% |
| CC(Sc1nncs1)C(=O)NCc1ccc2c(c1)OCO2 (stereo not given) | 5.1% | 4.2% | -15.6% |
| Cc1cccc(C(=O)N2CCCC(N3CCN(Cc4ccc5c(c4)OCO5)CC3)C2)n1 (stereo not given) | 0.0% | -9.8% | 8.8% |
| CCN(CC)C(=O)[C@H]1C[C@H](CC(=O)NCc2ccco2)C(=O)N2CCc3c([nH]c4ccc(Cl)cc34)[C@]12C | 2.8%[56.1 µM] | 16.4µM* | 16.4µM* |
| OCC[C@H]1C[C@H](O)[C@@H](O)[C@]2(OCCc3ccccc32)O1 | -2.8% | -1.6% | -16.6% |
| CN(CCCNC(=O)c1nn(C)c2c1CS(=O)(=O)c1ccccc1-2)Cc1ccccc1 | 0.8% | -11.9% | 13.7% |
| CSc1nc(NCC(C)C)c2c3c(sc2n1)CN(C)CC3 | 2.0% | 20.6µM* | ? |
| COCCCN1C(=O)c2ccc(C(=O)N3CCN(c4ccccc4OC)CC3)cc2C1=O | 4.5% | -10.4% | 16.3% |
| CC(C)c1ccc(C(=O)NC(=S)NCc2cccnc2)cc1 | 8.0% | ? | 16.4µM* |
| CCOC(=O)c1sc(NC(=O)c2ccc(C)s2)cc1C | 2.1% | ? | ? |
| CC1CCCCN1c1nc2nonc2nc1N1CCCCC1C (stereo not given) | -5.0% | -13.6% | -25.5% |
| CCN(CC)C(=O)Cn1cc(SCC(=O)Nc2ccccc2C)c2ccccc21 | 5.1% | -6.8% | -9.4% |
| Cc1cccc(NC(=O)c2nc[nH]c2C(=O)NCCCCNC(=O)c2[nH]cnc2C(=O)Nc2cccc(C)c2)c1 | 0.9% | 14.6µM* | 20.6µM* |
| CC1(c2ccccc2)NC(=O)N(CC(=O)NCc2cccc(Cl)c2)C1=O (stereo not given) | -10.6% | 3.7% | ? |
| COc1ccc(S(=O)(=O)N2CCc3ccccc3C2)cc1C(=O)O | . | 8.7% | -5.6% |
| O=[N+]([O-])c1ccc(/C=N/Nc2nc3ccccc3o2)cc1 | . | 0.1% | 16.7% |
| Cc1ccc2nc(-c3ccc4c(c3)OCCO4)cc(C(=O)O)c2c1 | 5.3% | -5.8% | 4.3% |
| O=C(c1csnn1)N1CCC2(CCN(Cc3ccccc3)CC2)CC1 | . | ? | ? |
| Cc1ccc(C)c(N2CCN(C3CCCC(C)C3)CC2)c1 (stereo not given) | 6.2% | ? | ? |
| O=C(NCc1ccccc1)c1c2c(nc3ccccc13)C(=O)N(C1CCCCC1)C2 | 3.2% | 16.4µM* | 18.4µM* |
| CCOC(=O)/C(C#N)=C/C1=C(N2CCOCC2)C(C)(C)OCC1 | . | 27.1% | -23.1% |
| COc1ccc(-n2c(=O)cnc3cnc(Nc4ccccc4)nc32)cc1 | . | ? | -20.0% |
| COCC(=O)N1CCC2(CC1)CCN(c1cccc(-c3ccccc3)c1)CC2 | . | ? | ? |
| CCOC(=O)/C=C/c1ccc2c(c1)S(=O)(=O)N(Cc1ccc(OC)cc1)[C@H]2CC(=O)OCC | . | 20.6µM* | 12.6µM* |
| COC(=O)[C@]1(Cc2ccccc2)N[C@H](CN(C)S(=O)(=O)c2ccc(C)cc2)[C@@H]2C(=O)N(Cc3ccccc3)C(=O)[C@@H]21 | 0.7% | ? | -29.2% |

(continued)
| SMILES | TDP1 inh | DT40 TDP1 CPT | DT40 TDP1 no CPT |
| --- | --- | --- | --- |
| Cn1cc(SCC(=O)NCC2CCCO2)c2ccccc21 (stereo not given) | 3.1% | -3.8% | 7.7% |
| Cc1cc(Cl)ccc1C(=O)C1CCCN(C(=O)c2cccnc2C)C1 (stereo not given) | 1.4% | -27.5% | -27.8% |
| Cc1ccc(S(=O)(=O)Nc2cccnc2Oc2ccc(Cl)cc2)cc1 | -2.9% | -0.2% | -10.0% |
| CNC(=O)CN(c1ccc(C(C)C)cc1)S(C)(=O)=O | 6.0% | 0.2% | -10.1% |
| COc1ccc(CCCc2nnc(SCC(=O)Nc3cc(F)ccc3C)o2)cc1 | . | ? | 11.6µM* |
| O=C(CSc1nc2c(cnn2-c2cccc(Cl)c2)c(=O)[nH]1)NCC1CCCO1 (stereo not given) | -4.5% | 7.3% | 20.5% |
| COc1ccc(C(O)c2ncc(-c3ccc4ccccc4c3)[nH]2)cc1 (stereo not given) | . | 6.6% | -6.8% |
| O=C(CN(C(=O)c1csnn1)c1ccc(F)cc1)NCc1ccc2c(c1)OCO2 | . | 0.3% | -12.6% |
| CCOC(=O)c1c(C)[nH]c(CCC(=O)NC(C)c2ccccc2)c1C (stereo not given) | 2.7% | ? | 18.4µM* |
| O=C(Cn1cnnn1)Nc1cccc(S(=O)(=O)N2CCCCC2)c1 | 5.8% | -3.5% | -2.1% |
| CC1CCCCN1C(=O)c1ccc2c(c1)N(Cc1cccc(Cl)c1)C(=O)c1ccccc1S2=O (stereo not given) | 3.8% | ? | 20.6µM* |
| CCSc1oc(-c2cccs2)nc1S(=O)(=O)c1ccccc1 | 0.0% | ? | ? |
| O=C(COC(=O)c1cccnc1Cl)NC(=O)NC1CCCCC1 | 1.2% | -26.5% | -9.7% |
| CN(C(=S)Nc1ccc(F)cc1)C(c1ccccc1)c1ccccc1 | . | ? | ? |
| CN(CC(=O)Nc1ccc(F)cc1)CC(=O)N1CCCCC1 | -0.3% | 4.2% | -14.5% |
| O=C1c2cc3c(cc2CCC1c1ccc2c(c1)OCO2)OCO3 (stereo not given) | . | -25.7% | ? |
| COc1ccc(C(C)=O)cc1COc1ccc([N+](=O)[O-])c(C)c1 | 5.5% | 7.3% | ? |
| COc1cc2c(cc1OC)C(C(=O)Nc1ccc3c(c1)OCCO3)C(c1cccnc1)N(C)C2=O (stereo not given) | -2.5% | ? | ? |
| CC(=O)N1CCN(CC(C)(C)NS(=O)(=O)c2ccccc2)CC1 | 1.1% | 1.1% | 12.9% |
| Cc1cc(C)c(C#N)c(SCC(=O)c2ccccc2)n1 | -6.0% | 16.4µM* | -46.0% |
| CCOC(=O)C1(Cc2ccccc2)CCN(Cc2cc(OC)c3c(c2)OCO3)CC1 | -2.5% | ? | ? |
| COc1ccc(-c2cc(C(=O)OCC(=O)N3CCCC3)c3ccccc3n2)cc1 | -4.2% | ? | ? |
| CC1(C)NC(=O)N(CC(=O)N2CCC(Cc3ccccc3)CC2)C1=O | 5.8% | -8.3% | 2.5% |
| CCn1c(=N)n(CC(O)c2cccs2)c2ccccc21 (stereo not given) | -3.0% | ? | ? |

Looked up above.
Cc1cc(C(=O)O)cc(Br)c1N in DT40 TDP1 CPT shows 15.0%
CC1(c2ccccc2)NC(=O)N(CC(=O)NCc2cccc(Cl)c2)C1=O (stereo not given) in DT40 TDP1 CPT shows 3.7%

A draw from above in order of molecular weight, falling:
| SMILES | TDP1 inh | DT40 TDP1 CPT | DT40 TDP1 no CPT |
| --- | --- | --- | --- |
| CN(C(=S)Nc1ccc(F)cc1)C(c1ccccc1)c1ccccc1 | . | ? | ? |
| O=C1c2cc3c(cc2CCC1c1ccc2c(c1)OCO2)OCO3 (stereo not given) | . | -25.7% | ? |
| CCn1c(=N)n(CC(O)c2cccs2)c2ccccc21 (stereo not given) | -3.0% | ? | ? |

The listing continues.
| SMILES | TDP1 inh | DT40 TDP1 CPT | DT40 TDP1 no CPT |
| --- | --- | --- | --- |
| CCOC(=O)C1(C(=O)O)NC(=O)CC1c1ccccc1 (stereo not given) | 2.1% | 15.0% | 1.3% |
| CC(Oc1ccc(Cl)cc1Cl)c1nc(-c2ccc(NC(=O)c3ccncc3)cc2)no1 (stereo not given) | 5.2% | 14.6µM* | 8.2µM* |
| COc1ccc(OC)c(/C=N\NC(=O)c2ccc(=O)n(C)c2)c1 | 2.7% | 1.1% | 5.2% |
| COc1cccc(CNC(=O)C(CCSC)NS(=O)(=O)c2ccc3c(c2)oc(=O)n3C)c1 (stereo not given) | -1.0% | -15.7% | -10.6% |
| Cc1nn(CCCC(=O)Nc2ccccc2C(F)(F)F)c(=O)c2nn(-c3ccccc3)c(C)c12 | 2.8% | ? | ? |
| O=C1Nc2c(Br)cc(Br)cc2C1(O)N1CCOCC1 (stereo not given) | 2.1% | 5.17µM* | 3.66µM* |
